Screening data as filed in PubChem BioAssay.
DRD3 antagonist: blocks the human D3 dopamine receptor; hit rate 2.5% among 360,000; D3R cells, DiscoveRx beta-arrestin luminescence, antagonist mode; stronger effect = lower value; AID 652054; max response, negative = inhibition, %; P35462; in the data active = max response below about -50%; inconclusive = no clear call, values can overlap the other calls; note: % is set by controls: 0 for no effect and ±100 for the full control effect; mostly tested at two doses, the higher about 12 µM
Target sequence (P35462 whole entry, looked up): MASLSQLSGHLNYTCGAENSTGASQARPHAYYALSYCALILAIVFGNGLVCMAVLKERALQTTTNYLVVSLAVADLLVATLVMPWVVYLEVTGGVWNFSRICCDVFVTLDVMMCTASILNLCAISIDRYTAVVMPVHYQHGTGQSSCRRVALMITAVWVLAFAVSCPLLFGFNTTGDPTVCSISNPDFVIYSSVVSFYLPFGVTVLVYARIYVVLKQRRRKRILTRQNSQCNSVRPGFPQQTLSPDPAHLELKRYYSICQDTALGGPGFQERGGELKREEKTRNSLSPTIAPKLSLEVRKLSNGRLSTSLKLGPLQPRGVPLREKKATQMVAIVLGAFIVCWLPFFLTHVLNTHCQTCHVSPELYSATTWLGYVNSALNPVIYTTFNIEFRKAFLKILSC
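Cells expressing the human receptor were seeded at 1500 cells/well, incubated overnight at 37 degrees C in 5% CO2, then exposed to library compounds with dopamine controls for 90 minutes at 37 degrees C before luminescent detection.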
D3 ag: D3 dopamine receptor (human) agonism | P35462 | AID 652048 | hit rate 0.58% among 410,000 | D3R DiscoveRx beta-arrestin cells, luminescence, 90 min | max activation, %; in the data active = max activation above about 30%; note: 0% is about no effect; mostly tested at two doses, the higher about 12 µM
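Agonist mode: compounds and dopamine controls were applied to plated cells for 90 min at 37 degrees C after an overnight attachment at 1500 cells/well. Luminescent read-out followed 30 - 60 minutes at room temperature with DiscoveRx detection reagent.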
KB-3-1 cytotox: KB-3-1 parental cell cytotoxicity; KB-3-1 viability, CellTiter-Glo ATP luminescence, 72 h; Potency, µM (series often up to 46.1 µM), for the others: top-dose activity change, negative = cytotoxic, actives largely listed as cytotoxic; hit rate 1.4% among 400,000; note: potency is the fitted concentration of half-maximal effect; % is set by controls: 0 for no effect and ±100 for the full control effect; nearly all actives have a fitted effect of over 60% in size
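Cytotoxicity measured as CellTiter-Glo luminescence after 72 h at 37 C. Compound titrations were pinned onto drug-naive KB-3-1 parental adenocarcinoma cells grown in DMEM with 10% FBS, and normalized data fitted to concentration-response curves.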
GLP1R ag: activates the human GLP-1 receptor | hit rate 0.007% among 380,000 | HEK293 GLP-1R CRE-luciferase, luminescence, 4-6 h; cells express a hypersensitive GLP-1R form | Potency, µM (highest dose often 45.6 µM), without a hit: at the highest dose activation, hits mostly activators | AID 624172 | P43220; note: potency is the fitted concentration of half-maximal effect; % of control where 0% means no effect
Target sequence (P43220 whole entry, looked up): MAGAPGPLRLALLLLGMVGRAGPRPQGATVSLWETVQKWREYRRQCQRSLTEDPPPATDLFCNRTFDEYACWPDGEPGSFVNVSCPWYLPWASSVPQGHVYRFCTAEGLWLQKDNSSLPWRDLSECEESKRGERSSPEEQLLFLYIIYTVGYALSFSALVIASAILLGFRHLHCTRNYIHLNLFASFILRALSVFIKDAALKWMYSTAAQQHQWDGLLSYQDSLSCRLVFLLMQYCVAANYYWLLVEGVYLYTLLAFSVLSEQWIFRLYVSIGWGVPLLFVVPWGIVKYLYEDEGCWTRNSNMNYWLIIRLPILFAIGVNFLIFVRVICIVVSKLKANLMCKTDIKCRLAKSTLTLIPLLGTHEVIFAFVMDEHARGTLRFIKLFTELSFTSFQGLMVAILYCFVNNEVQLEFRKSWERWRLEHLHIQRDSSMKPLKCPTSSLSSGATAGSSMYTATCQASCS
HT1080-NT tox: kills 2HG-producing HT-1080-NT fibrosarcoma cells; hit rate 1.6% among 360,000; Potency, µM (titrated, usually from 46.1 µM), for the others: at the top dose activity, negative = less viability, usual class: cytotoxic; HT-1080-NT fibrosarcoma viability, CellTiter-Glo ATP luminescence, 48 h;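 note: NT is the 2HG producing partner of a matched IDH1 knockdown line; potency is the fitted concentration of half-maximal effect; 0% = DMSO-treated cells and -100% = media-only wells without cells; nearly all actives have a fitted effect of over 55% in size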
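Read-out is CellTiter-Glo luminescence after 10 minutes at room temperature, following 48 hours' compound treatment of HT-1080-NT cells (750 cells/well, RPMI, 5% FBS, 37 degrees C).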
IL1B secr inh: inhibitors of inflammasome signaling (IL-1 beta secretion) | THP-1 LPS/ATP IL-1B secretion, AlphaLISA, 16 h; stronger effect = lower value | activity change, % at 57.5 µM | hit rate 4.7% among 360,000 | AID 743279; in the data active = activity change below about -50%; inconclusive = mostly about -30% to -49%; note: % is set by controls: 0 for no effect and ±100 for the full control effect
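Secreted IL-1B measured by AlphaLISA bead assay after 16 h compound exposure of THP-1 cells; compounds (final up to 57.5 uM) added 1 h before LPS (250 ng/mL) and ATP (1.25 mM) stimulation; lower signal means less secretion.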
HT1080 IDH1KD tx: HT-1080 IDH1 knockdown cell toxicity (counter line). HT-1080 IDH1 knockdown viability, ATP luminescence, 48 h. Potency, µM (highest dose often 46.1 µM), without a hit: at the top dose activity, negative = toxicity, usual class: cytotoxic. hit rate 2% among 360,000;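 note: potency is the fitted concentration of half-maximal effect; 0% = DMSO wells and -100% = cell-free medium wells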
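Assay cells: HT-1080 with IDH1 knockdown, 750 per well, RPMI/5% FBS. Exposure: 48 h at 37 °C following 2 h pre-incubation. Read: CellTiter-Glo luminescence; fitted concentration-response, curve class assigned.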
KB-V1 MDR tox: KB-V1 MDR subline cytotoxicity | KB-V1 MDR cells viability, CellTiter-Glo, 72 h | AID 1347076 | hit rate 3.4% among 400,000 | Potency, µM (titrated, usually from 46.1 µM), for the others: top-dose activity change, negative = cytotoxicity, actives largely listed as cytotoxic; note: potency is the fitted concentration of half-maximal effect; % is set by controls: 0 for no effect and ±100 for the full control effect; nearly all actives have a fitted effect of over 60% in size
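Compound-treated KB-V1 multidrug-resistant cells, 72 h, 37 degrees C; viability by CellTiter-Glo. Fitted qHTS curves give the values.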
SW480 rerep: inducers of DNA re-replication in SW480 colon cancer cells | SW480 DNA re-replication, Hoechst DNA content imaging, 48 h | hit rate 1.8% among 340,000 | Potency, µM (titrated, usually from 46.1 µM), for the others: at the highest dose re-replication activation, hits mostly activators; note: potency is the fitted concentration of half-maximal effect; % of control where 0% means no effect; nearly all actives have a fitted effect of over 55% in size
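SW480 cells exposed to compounds for 48 hr at 37 C, 5% CO2, then Hoechst-stained 40 min. Nuclear DNA content imaged by fluorescence scanning (405 nm excitation, 500-530 nm emission); re-replication scored as increased high-intensity nuclei.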
An asterisk follows results filed as active; u = inconclusive; x = not tested or not shown; & = joins results of further samples; ! = not active in a repeat; [ ] = remark or other dose. Unless noted, calls come from the whole dose curve; as a rule, active = well fitted curve in the direction sought with a large enough effect; inconclusive = small, poorly fitted or top-dose-only effect, or another doubt; inactive = no such curve, though single readings can be large; an effect the other way counts as inactive or inconclusive.

[1] CC1=CC(=O)C2=C(C)CC(O)C3C(C)C(=O)OC3C12 (centres undefined)
[2] CCOCCCNC(=O)C1c2cc(OC)c(OC)cc2C(=O)N2CCCCC12 (centres undefined)
[3] CC(=O)c1ccc(NC(=O)N2C[C@H]3C[C@@H](C2)c2cccc(=O)n2C3)cc1
[4] COc1cccc(OCC(=O)N2CCN(C)CC2)c1
[5] CC1=CC(=C2C(=O)NC(=S)NC2=O)C=C(C(F)(F)F)N1C
screen / no.	1	2	3	4	5
DRD3 antagonist	23	21	-18	7	7
D3 ag	2	7	23	9	-5
KB-3-1 cytotox	17%	23%	0%	-4%	-3%
GLP1R ag	-15%	-4%	-2%	-7%	8%
HT1080-NT tox	3%	14%	3%	10%	13%
IL1B secr inh	-4	12	29	11	-16
HT1080 IDH1KD tx	3%	7%	0%	6%	8%
KB-V1 MDR tox	4%	0%	16%	1%	-2%
SW480 rerep	-6%	0%	4%	-2%	-4%[9.22 µM]

Continued; the last two above are carried over.
[4] COc1cccc(OCC(=O)N2CCN(C)CC2)c1
[5] CC1=CC(=C2C(=O)NC(=S)NC2=O)C=C(C(F)(F)F)N1C
[6] C=C1C2[C@H](OC(C)=O)[C@@H]3CC(=O)[C@]4(C)OC[C@@]3(C)[C@@]4(O)[C@@H](OC(C)=O)[C@H](OC(C)=O)[C@@]2(COC(=O)c2ccccc2)[C@@H](OC(C)=O)C[C@@H]1O (some centres undefined)
[7] COc1cc2c(c(OC)c1OC)-c1ccc(O)c(=O)cc1[C@@H](N)CC2
[8] CC1=C(C)CC2(C(=O)NC(=O)NC2=O)C(C)C1 (centres undefined)
[9] CNCC[C@H](Oc1cccc2ccccc12)c1cccs1
[10] CCC(=NCc1ccco1)c1c(O)n(C2CCCCC2)c(=O)[nH]c1=O
screen / no.	4	5	6	7	8	9	10
DRD3 antagonist	7	7	34	-9	7	0	0
D3 ag	9	-5	-2	-9	2	-15&-8	10
KB-3-1 cytotox	-4%	-3%	u	-11%	5%	u	-4%
GLP1R ag	-7%	8%	-2%	-5%	-2%	-1%&-6%	19%
HT1080-NT tox	10%	13%	-4%	u	11%	u	-14%
IL1B secr inh	11	-16	18	28	6	u	-1
HT1080 IDH1KD tx	6%	8%	-15%	u	27%	u	-5%
KB-V1 MDR tox	1%	-2%	16%	4%	2%	u	-26%
SW480 rerep	-2%	-4%[9.22 µM]	6%	6%	-1%	13µM*	2%

[11] Cc1ccc(OC(=O)N(C)C[C@@H]2OCc3cnnn3CCCC(=O)N([C@@H](C)CO)C[C@H]2C)cc1
[12] C[N+](C)(C)CC1CCCC1=O (centres undefined)
[13] COC(=O)C1=C(c2ccc(F)cc2OCc2ccccc2)C[C@@H]2CC[C@H]1N2C(=O)NCc1ccc([N+](=O)[O-])cc1
[14] O=C(Cc1ccccc1)N1CCN(C2CCCC2)CC1
[15] CCC(=O)OC1(c2ccccc2)CCN(C)CC1C (centres undefined)
screen / no.	11	12	13	14	15
DRD3 antagonist	-11	9	-19	-72*	6
D3 ag	0	2	10	-4	1
KB-3-1 cytotox	6%	1%	u	2%	4%
GLP1R ag	-3%	9%	-5%	-8%	2%&12%
HT1080-NT tox	2%	7%	-9%	21%	4%
IL1B secr inh	23	6	-58*	22	-2
HT1080 IDH1KD tx	0%	4%	-19%	12%	-2%
KB-V1 MDR tox	13%	-21%	-10%	3%	0%
SW480 rerep	x	-4%	20%	1%[9.22 µM]	1%&6%

[16] COC(=O)C1=C(c2cc3ccccc3s2)C[C@@H]2CC[C@H]1N2C(=O)NCCNC(C)=O
[17] CC(=O)N1Cc2cnnn2-c2ccccc2C1C#N (centres undefined)
[18] COc1ccc(CCN)cc1S(N)(=O)=O
[19] C=C1C(=O)O[C@H]2[C@H]1[C@H](OC(=O)CC(=O)O[C@@H]1C[C@@H](C)[C@@H]3C=CC(=O)[C@@]3(C)[C@H]3OC(=O)C(=C)[C@H]13)C[C@@H](C)[C@H]1C=CC(=O)[C@]12C
[20] COc1cc([C@@H]2c3cc4c(cc3[C@H](O)[C@H]3COC(=O)[C@H]23)OCO4)cc(OC)c1OC
screen / no.	16	17	18	19	20
DRD3 antagonist	16	27	-24	-13	-2
D3 ag	-6	13	-21	-5	-27&-11
KB-3-1 cytotox	0%	0%	0%	5%	0.1µM*!
GLP1R ag	-2%	-2%	x	-6%	25%&-2%
HT1080-NT tox	7%	16%	14%	u	u
IL1B secr inh	17	5	25	-105*	63
HT1080 IDH1KD tx	3%	12%	12%	u	0.0065µM*
KB-V1 MDR tox	23%	0%	-1%	-12%	0.26µM*
SW480 rerep	-28%	u	x	2%	0.023µM*

[21] CC1CCCN1CCC(C(N)=O)(c1ccccc1)c1ccccc1 (centres undefined)
[22] CNC(C(=O)c1ccccc1)C(OC(C)C)c1ccc(Cl)cc1 (centres undefined)
[23] COc1cccc(C(c2nnnn2C(C)(C)C)N2CCC3(CC2)C(=O)NCN3c2ccccc2)c1OC (centres undefined)
[24] O=C1C(=O)N(c2ccccc2)P(=O)(N(CCCl)CCCl)N1c1ccccc1
[25] Cc1nc2cc([N+](=O)[O-])ccc2c(=O)n1-c1cccc(Br)c1
screen / no.	21	22	23	24	25
DRD3 antagonist	-1	-19	25	-1	-11
D3 ag	-3	-9	9	-14	9
KB-3-1 cytotox	-13%	-1%	0%	10%	-2%
GLP1R ag	12%	-1%	18%	-1%	1%
HT1080-NT tox	-3%	-2%[9.24 µM]	u	12%	-10%
IL1B secr inh	-22	-24	u	-7	-12
HT1080 IDH1KD tx	-8%	-21%	u	-8%	-9%
KB-V1 MDR tox	-4%	-26%	1%	0%	-2%
SW480 rerep	-2%	1%	x	-8%	-2%

[26] C=CCN1C(=O)NC(=O)/C(=C/c2cc3c4c(c2)CCCN4CCC3)C1=O
[27] CC12CC[C@H]3[C@@H](CCC4(O)C[C@H](O)CCC34/C=N/NC(=O)Cc3ccccc3)C1(O)CCC2C1=CC(=O)OC1 (some centres undefined)
[28] O=C(C(Cc1ccccc1)NS(=O)(=O)c1cccc2nsnc12)N1CCC2(CC1)OCCO2 (centres undefined)
[29] CCN(CC)C(=O)c1ccc(NC(=O)COC(=O)c2ccc(Cl)s2)cc1
[30] Cc1nc2ccccc2c(=O)n1-c1ccccn1
screen / no.	26	27	28	29	30
DRD3 antagonist	3	7	8	11	-3
D3 ag	-2	6	4	0	1
KB-3-1 cytotox	3%	-17%	20%	4%	-2%
GLP1R ag	14%	-3%	-11%	-3%	-2%
HT1080-NT tox	-11%	u	5%	16%	-5%
IL1B secr inh	10	-4	-4	2	26
HT1080 IDH1KD tx	10%	u	5%	7%	-2%
KB-V1 MDR tox	24%	-17%	-2%	26%	22%
SW480 rerep	-7%	-7%	-4%	-23%	-5%[9.22 µM]

[31] CCCNC(=O)N1[C@H]2CC[C@@H]1C(C(=O)OC)=C(c1cccc(Cl)c1)C2
[32] NC(Cc1ccccc1)c1nc(-c2ccccc2)no1 (centres undefined)
[33] Cc1nn(Cc2ccccc2)c(Cl)c1C(=O)Nc1ccc(OC(F)(F)F)cc1
[34] Cc1ccc2c(C)cccc2c1
[35] N#C/C(=C\c1ccc(O)cc1)C(=O)O (tested in a mixture with another compound)
screen / no.	31	32	33	34	35
DRD3 antagonist	-3	2	29	-30	0
D3 ag	3	0	10	15	-33
KB-3-1 cytotox	13%	-20%	2%	0%	-17%
GLP1R ag	5%	4%	0%	3%	-4%
HT1080-NT tox	u	1%	5%	-3%	0%
IL1B secr inh	39	25	11	11	-14
HT1080 IDH1KD tx	3%	14%	-1%	19%	-7%
KB-V1 MDR tox	28%	-1%	32%	14%	6%
SW480 rerep	-3%	u	4%	0%	-1%

Three of the compounds above, with two lines to a compound:
Results follow in this order: DRD3 antagonist | D3 ag | KB-3-1 cytotox | GLP1R ag | HT1080-NT tox | IL1B secr inh | HT1080 IDH1KD tx | KB-V1 MDR tox | SW480 rerep
31	CCCNC(=O)N1[C@H]2CC[C@@H]1C(C(=O)OC)=C(c1cccc(Cl)c1)C2
    -3 | 3 | 13% | 5% | u | 39 | 3% | 28% | -3%
32	NC(Cc1ccccc1)c1nc(-c2ccccc2)no1 (centres undefined)
    2 | 0 | -20% | 4% | 1% | 25 | 14% | -1% | u
33	Cc1nn(Cc2ccccc2)c(Cl)c1C(=O)Nc1ccc(OC(F)(F)F)cc1
    29 | 10 | 2% | 0% | 5% | 11 | -1% | 32% | 4%

Carrying on.
[36] CCCCCn1c(=O)c(C(=O)Nc2cnccn2)c(O)c2ccccc21
[37] O=C(NC(=C(Cl)Cl)P(=O)(c1ccccc1)c1ccccc1)c1ccccc1
[38] COc1ccc2c(c1)c(C(=O)O)c(C)n2CC(C)C
[39] c1ccc2sc(NC3=NCCN3)nc2c1
[40] COc1ccc(C=C2C(=O)NC(=S)NC2=O)cc1
[41] CCOc1cc(C2NCc3ccccc3-n3cccc32)ccc1OC (centres undefined)
screen / no.	36	37	38	39	40	41
DRD3 antagonist	2	14	4	-24	-10	-19
D3 ag	20	2	13	2	9	-8
KB-3-1 cytotox	u	6%	-3%	4%	-1%	-2%
GLP1R ag	0%	-10%	-1%	2%	0%	-4%
HT1080-NT tox	-16%	7%	10%	3%	-3%	-7%
IL1B secr inh	82	u	19	38	0	u
HT1080 IDH1KD tx	-26%	-1%	2%	6%	1%	1%
KB-V1 MDR tox	16µM*	u	2%	4%	21%	2%
SW480 rerep	25%	0%	-2%	3%	-3%	-2%

Not all compounds are listed, so the mix of outcomes need not match the whole.
